Source: PubChem BioAssay
MrgX1 ag = activates human MrgX1 receptor signaling. MrgX1-HEK293 cells, Fluo-4 calcium fluorescence, agonist mode; stronger effect = higher value. B-score at 10 µM. actives 0.44% (n = 310,000). AID 588627;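 active = calcium response B-score plate-corrected fluorescence ratio at least 3 library SD, with starting fluorescence B-score inside 5 SD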
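System – MrgX1-expressing HEK293 cells · Incubation – cells plated overnight, dye loaded 0.5 h 37 °C, 0.5 h room temperature · Technique – kinetic Fluo-4 NW fluorescence of intracellular calcium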
MrgX1 allo act = human MrgX1 positive allosteric modulation, primary screen; B-score at 10 µM; actives 0.63% (n = 310,000); Q96LB2; MrgX1-HEK293, Fluo-4 calcium flux, FDSS; stronger effect = higher value;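 active = plate-corrected calcium response at least 3 library SD above typical, normal starting fluorescence, not activating the receptor alone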;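 note: compound read alongside a low EC10 to EC30 dose of BAM8-22 agonist; peak minus trough fluorescence over baseline measured at the second addition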
TMEM16A inh = mouse TMEM16A channel inhibition, primary screen; Q8BHY3; normalized B-score (activity score, 25-100; higher = stronger inhibition) at 10 µM; HEK293 TMEM16A/YFP iodide influx fluorescence, ionomycin; actives 1.2% (n = 310,000);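 active = ratio plate-corrected score three or more library SD toward inhibition, starting fluorescence score within five deviations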;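 note: score derived from kinetic fluorescence span divided by baseline fluorescence per well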
RGS4 act = potentiators or activators of RGS4; actives 0.92% (n = 310,000); HEK293 M3R/inducible RGS4, carbachol calcium flux Fluo4; stronger effect = lower value; B-score at 10 µM;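 active = B-score of the integrated calcium signal more than 4 SD below the library mean, with starting fluorescence not abnormally high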;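 note: negative B-score means reduced calcium response which marks RGS4 activation or potentiation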
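Assay system: HEK293 FlpIn-TREx cells, stable M3R, doxycycline-inducible RGS4 / Probe or stimulus: carbachol, ECmax concentration / Times: overnight RGS4 induction, 30 min dye load 37 °C, 20 min compound RT / Signal: kinetic calcium fluorescence imaging with Fluo4-AM dye, 2 µM / Measure: Agonist-evoked peak-minus-minimum fluorescence over baseline, integrated ratio, B score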
RGS4 block = inhibitors of human RGS4; P49798; HEK293 M3R/RGS4 inducible, Fluo-4 calcium flux; stronger effect = higher value; triggered by carbachol at its EC20; B-score at 10 µM; actives 0.45% (n = 310,000); AID 463165;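 active = B-score, a plate-corrected calcium signal, over three deviations above library mean, with baseline fluorescence within five deviations of library mean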;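 note: RGS4 expression induced by doxycycline in cells with stable M3 receptor; B-score is computed from the integrated fluorescence ratio over baseline after carbachol; higher B-score means a larger calcium signal and so more RGS4 inhibition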
TMEM16A act = mouse TMEM16A channel activation, primary screen; Q8BHY3; HEK293 TMEM16A/YFP-H148Q/I152L, iodide quench fluorescence; stronger effect = lower value; B-score at 10 µM; actives 0.3% (n = 340,000);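 active = fluorescence-ratio B-score plate-corrected deviation score at least 3 library SD below zero, with starting fluorescence score within 5 deviations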;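 note: channel opened by trigger with iodide after compound preincubation; score built on the fluorescence ratio of max minus min over baseline; more negative score means more quench and so TMEM16A activation or potentiation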
KCNK3 inh = human KCNK3 channel inhibition, primary screen; O14649; CHO-KCNK3 thallium flux, FluxOR fluorescence; stronger effect = lower value; B-score at 10 µM; actives 0.84% (n = 340,000);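 active = B-score under library mean minus 4 SD, starting fluorescence ratio at most library mean plus 5 SD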;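 note: more negative B-score means stronger inhibition of thallium flux through KCNK3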
Target sequence (O14649 whole entry, looked up): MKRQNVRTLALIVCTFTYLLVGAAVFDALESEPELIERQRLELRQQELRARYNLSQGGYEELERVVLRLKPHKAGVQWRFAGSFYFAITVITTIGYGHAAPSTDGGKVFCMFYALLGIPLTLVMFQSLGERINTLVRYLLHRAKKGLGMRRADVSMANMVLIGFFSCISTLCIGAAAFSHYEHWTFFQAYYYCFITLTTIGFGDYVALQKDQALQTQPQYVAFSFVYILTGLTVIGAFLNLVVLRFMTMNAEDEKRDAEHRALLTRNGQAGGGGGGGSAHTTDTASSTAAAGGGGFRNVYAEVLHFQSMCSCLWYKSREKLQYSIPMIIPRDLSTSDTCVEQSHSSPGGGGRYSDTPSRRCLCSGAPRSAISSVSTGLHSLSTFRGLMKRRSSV
KCNK9 block = human KCNK9 channel inhibition; HEK293 KCNK9, FluxOR thallium flux fluorescence; stronger effect = lower value; B-score at 10 µM; actives 1.2% (n = 310,000); AID 488922;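 active = ratio B-score over 3 SD below the library mean, with starting fluorescence within 5 SD of its mean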;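 note: negative B-score means less thallium flux so channel inhibition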
hERG protect = shields human hERG channel from block by proarrhythmic agents. activation (rescue from dofetilide block), less the hit threshold, % at 10 µM. AID 1511. Q12809. actives 0.51% (n = 310,000). CHO-hERG, FluxOR thallium flux, dofetilide IC70 present;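 active = activation above the mean of controls blocked by dofetilide plus 5 SD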;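 note: thallium influx through hERG after potassium depolarization seen as dye fluorescence rise; in these data hits start at about 4.7%; inactives centre near -7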
KCNQ1 block = blocks the human KCNQ1 potassium channel; CHO-K1 KCNQ1, FluxOR thallium flux fluorescence; stronger effect = higher value; B-score at 10 µM; actives 1.3% (n = 310,000); AID 2642;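 active = compounds whose thallium flux B-score, printed positive for inhibition, exceeds three library SD while starting fluorescence stays within three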;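 note: channel opened by potassium depolarization with thallium stimulus after 20 min compound exposure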
Target sequence (P51787 whole entry, looked up): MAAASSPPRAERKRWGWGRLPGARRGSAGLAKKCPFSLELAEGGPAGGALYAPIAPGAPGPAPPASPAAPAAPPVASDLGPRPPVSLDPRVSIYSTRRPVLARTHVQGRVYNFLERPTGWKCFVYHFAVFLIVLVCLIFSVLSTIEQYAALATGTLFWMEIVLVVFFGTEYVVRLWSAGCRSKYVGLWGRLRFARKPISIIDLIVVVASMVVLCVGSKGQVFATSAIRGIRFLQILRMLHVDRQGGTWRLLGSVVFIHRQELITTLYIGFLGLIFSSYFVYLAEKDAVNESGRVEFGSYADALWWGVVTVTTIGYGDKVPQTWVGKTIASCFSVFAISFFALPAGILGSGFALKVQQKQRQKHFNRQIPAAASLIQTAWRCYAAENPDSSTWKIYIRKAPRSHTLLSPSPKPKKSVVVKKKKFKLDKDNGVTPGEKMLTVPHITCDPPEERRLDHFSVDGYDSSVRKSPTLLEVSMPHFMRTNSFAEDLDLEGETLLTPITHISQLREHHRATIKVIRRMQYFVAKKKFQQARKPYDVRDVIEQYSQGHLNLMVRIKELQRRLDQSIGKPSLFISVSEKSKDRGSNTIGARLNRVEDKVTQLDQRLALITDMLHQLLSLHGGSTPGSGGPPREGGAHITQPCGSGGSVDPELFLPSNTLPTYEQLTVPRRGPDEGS
KCNQ1 pot = potentiators or activators of human KCNQ1 potassium channel. P51787. CHO-K1 KCNQ1, thallium flux FluxOR fluorescence; stronger effect = higher value. B-score at 10 µM. actives 0.35% (n = 310,000). AID 2648;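 active = fluorescence ratio B-score, a plate-corrected score, at least three library SD, with initial intensity B-score within 5 SD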
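System: Stable KCNQ1 CHO-K1 line | Incubation: 90 min dye loading and 20 min compound exposure, both at room temperature | Measure: Ratio B score | Medium: Assay buffer for compound exposure, DMSO matched across wells | Compound dosing: Single-concentration screen | Probe or stimulus: K+/Tl+ depolarizing stimulus | Measured by: Kinetic FluxOR fluorescence, 10 s baseline plus 110 s post-stimulus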
* marks the source's active call; other numbers are inactive results; i = inactive; x = not tested or not shown.

SMILES | MrgX1 ag | MrgX1 allo act | TMEM16A inh | RGS4 act | RGS4 block | TMEM16A act | KCNK3 inh | KCNK9 block | hERG protect | KCNQ1 block | KCNQ1 pot
Cc1nn(C)cc1/C=N/NC(=O)c1ccc2c(c1)OCO2 | i | i | i | i | i | i | i | i | -1.5 | i | i
NC(=O)c1ncc(C(F)(F)F)cc1Oc1ccc(C(F)(F)F)cc1 | i | i | i | i | i | i | i | i | -5.4 | i | i
O=C(OCc1ccccc1Cl)c1cc([N+](=O)[O-])ccc1N1CCOCC1 | i | i | i | i | i | i | i | i | -8.7 | i | i
CCOc1ccc(S(=O)(=O)NCc2ccc(Cl)cc2)c2cccnc12 | i | i | i | i | i | i | i | i | -6.4 | i | i
Clc1ccc(C2=C3CCCCn4c(-c5ccccc5)c[n+](c43)C2)cc1 | i | i | i | i | i | i | i | i | -23.0 | 7* | i
CCOP(=O)(OCC)c1nc(-c2cccc([N+](=O)[O-])c2)oc1N1CCCCC1 | i | i | i | i | i | i | i | i | -4.1 | i | i
CCCNC(=O)c1nc2ncc(Br)cn2n1 | i | i | i | i | i | i | i | i | -13.1 | i | i
O=C(COC(=O)CC12CC3CC(CC(C3)C1)C2)Nc1cccnc1Cl | i | i | i | i | i | i | i | i | -0.8 | i | i
O=C(Nc1ccc(S(=O)(=O)Nc2ncccn2)cc1)c1ccccc1 | i | i | i | i | i | i | i | i | -7.6 | i | i
Cc1ccc(C(=O)NC2CCN(CC(=O)NCc3cccs3)CC2)cc1 | i | i | i | i | i | i | i | i | -5.1 | i | i
CN1CCN(c2ccccc2/C=N/NC(=O)c2cccnc2)CC1 | i | i | i | i | i | i | i | i | -4.3 | i | i
COc1ccc(NC(=S)Nc2ccc(S(N)(=O)=O)cc2)c(OC)c1 | i | i | i | i | i | i | i | i | -8.0 | i | i
Cn1c(=O)c2c(nc(N3CCNCC3)n2Cc2cccc3ccccc23)n(C)c1=O | i | i | i | i | i | i | i | i | -4.7 | i | i
O=C(O)c1ccccc1OCCOc1ccccc1C(=O)O | i | i | i | i | i | i | i | i | -9.9 | i | i
CCC(NC(=O)COc1ccc([N+](=O)[O-])cc1)c1ccccc1 (centres undefined) | i | i | i | i | i | x | x | i | -5.0 | i | i
COc1ccc(-c2noc(-c3ccc(C)cc3)n2)cc1 | i | i | i | i | i | i | i | i | -7.3 | i | i
O=C(O)CCN1Cc2ccccc2C1=O | i | i | i | i | i | i | i | i | -13.7 | i | i
COc1ccc(NC(=O)CCN2CCN(S(=O)(=O)c3cc(Cl)ccc3OC)CC2)cc1 | i | i | i | i | i | i | i | i | -12.4 | i | i
COC(=O)Cc1cc(OC)c(OC)cc1S(=O)(=O)N(C)C | i | i | i | i | i | i | i | i | 0.8 | i | i
CSc1ncc(C(=O)Nc2cccc(Cl)c2C)c(C)n1 | i | i | i | i | i | i | i | i | -5.0 | i | i
O=C(c1ccc(N2C(=O)CCC2=O)cc1)N1CCN(c2ccccc2)CC1 | i | i | i | i | i | i | i | i | -9.2 | i | i
COc1ccc(/C(C)=N/N2CCOCC2)c(O)c1 | i | i | i | i | i | i | i | i | -11.2 | i | i
O=C(C1CCN(S(=O)(=O)c2ccc(Cl)cc2)CC1)N1CCOCC1 | i | i | i | i | i | i | i | i | -12.9 | i | i
Cc1ccc(CN2CCC(Oc3cccc(C(=O)NCc4cccnc4)c3)CC2)o1 | i | i | i | i | i | i | i | i | -6.1 | i | i
O=C(OCC(=O)N1CCc2ccccc2C1)c1cccnc1Cl | i | i | i | i | i | i | i | i | -12.2 | i | i

Look-ups from the results shown:
hERG protect result of O=C(OCC(=O)N1CCc2ccccc2C1)c1cccnc1Cl stands at -12.2
hERG protect result of CCCNC(=O)c1nc2ncc(Br)cn2n1 stands at -13.1

(next part)
SMILES | MrgX1 ag | MrgX1 allo act | TMEM16A inh | RGS4 act | RGS4 block | TMEM16A act | KCNK3 inh | KCNK9 block | hERG protect | KCNQ1 block | KCNQ1 pot
COc1ccc(S(=O)(=O)N2CCN(C(=O)Cc3cccs3)CC2)cc1 | i | i | i | i | i | i | i | i | -5.8 | i | i
CCOC(=O)c1c(-c2ccc(-c3ccccc3)cc2)csc1NC(=O)C1C2CCC(O2)C1C(=O)O (centres undefined) | i | i | 100* | i | i | i | i | i | -9.0 | i | i
Cc1ccc(NCC(=O)c2ccc(C)cc2)cc1 | i | i | i | i | i | i | i | i | -0.8 | i | i
O=c1oc2ccccc2c2c1C(c1ccc(Cl)cc1)Nc1ccc3ccccc3c1-2 (centres undefined) | i | i | i | i | i | i | i | i | -4.4 | i | i
O=C(/C=C/Nc1ccc(F)cc1)c1ccc(Oc2ncccn2)cc1 | i | i | i | i | i | i | i | i | -8.5 | i | i
O=C(CSc1nc(C(F)(F)F)cc(=O)[nH]1)N1CCC(Cc2ccccc2)CC1 | i | i | i | i | i | i | i | i | -18.6 | 6* | i
O=C(CN1CCN(C(c2ccccc2)c2ccccc2)CC1)NC(=O)NCc1ccco1 | i | i | i | i | i | i | i | i | -8.1 | i | i
CC(=O)SC(C)CC(=O)Nc1ccccc1 (centres undefined) | i | i | i | i | i | i | i | i | -3.3 | i | i
Cc1ccccc1/C=N/Nc1ncnc2nc[nH]c12 | i | i | i | i | i | i | i | i | -5.3 | i | i
Cc1c(CNC2CCC(C)CC2)c(C(=O)O)c(C)n1Cc1ccccc1 (centres undefined) | i | i | i | i | i | i | i | i | -6.2 | i | i
CCN(CC1CCCO1)C(=O)CCc1nnc(Cc2ccc3c(c2)OCO3)o1 (centres undefined) | i | i | i | i | i | i | i | i | -9.7 | i | i
COc1cc(NS(=O)(=O)c2ccc(Nc3nc(-c4cccc([N+](=O)[O-])c4)cs3)cc2)nc(OC)n1 | i | i | i | i | i | i | i | i | -8.1 | i | i
CC(=O)CSc1nc(N(C)C)nc(N(C)C)n1 | i | i | i | i | i | i | i | i | -4.9 | i | i
CCOC(=O)C1CCN(C(=O)C2CCN(S(=O)(=O)CC)CC2)CC1 | i | i | i | i | i | i | i | i | -2.5 | i | i
COc1ccc(-c2nnc(SCC(=O)N3CCN(c4ccccc4)CC3)o2)cc1OC | i | i | i | i | i | i | i | i | -7.1 | i | i
CC(=O)Nc1cccc(Cl)c1C(=O)O | i | i | i | i | i | i | i | i | -3.7 | i | i
COc1ccc(-n2cnnc2SCC(=O)Nc2nc(C)c(Cl)cc2Cl)cc1 | i | i | i | i | i | i | i | i | -2.0 | i | i
CCN(CC)C(=O)CSc1nc(-c2cccs2)cc(-c2cccs2)c1C#N | i | i | i | i | i | i | i | -9.78* | -20.8 | i | i
Cc1ccccc1CNC(=O)Cc1cccs1 | i | i | i | i | i | i | i | i | -4.8 | i | i
O=C(Nc1ccc2nc(-c3cccs3)c(-c3cccs3)nc2c1)NC1CC1 | i | i | i | i | i | i | i | i | -17.8 | i | i
CCOc1ccc(C2c3[nH]c4ccccc4c3CCN2CCCn2cccn2)cc1 (centres undefined) | i | i | i | i | i | i | i | i | -11.1 | 6* | i
COc1ccc(CN2CCNC(=O)C2CC(=O)O)c(OC)c1 (centres undefined) | i | i | i | i | i | i | i | i | -8.3 | i | i
CC(C)CN(C(=O)COC(=O)c1ccccc1Sc1ccccc1C#N)C1CCS(=O)(=O)C1 (centres undefined) | i | i | i | i | i | i | i | i | -2.2 | i | i
Cc1nc2ccc(S(=O)(=O)Nc3cc(-c4nc5cccnc5s4)ccc3C)cc2s1 | i | i | i | i | i | i | i | i | -17.2 | i | i
COc1ccc(/C=N/Nc2cc(C)nc(N3CCOCC3)n2)cc1 | i | i | i | i | i | i | i | i | -3.7 | i | i

The list continues.
SMILES | MrgX1 ag | MrgX1 allo act | TMEM16A inh | RGS4 act | RGS4 block | TMEM16A act | KCNK3 inh | KCNK9 block | hERG protect | KCNQ1 block | KCNQ1 pot
O=C(CN1CCN(c2ccccn2)CC1)NCCc1ccccc1 | i | i | i | i | i | i | i | i | -2.3 | i | i
CC(C)COC(=O)n1c(=O)oc2cc(S(=O)(=O)N3CCCCC3)ccc21 | i | i | i | i | i | i | i | i | -12.6 | i | i
COc1ccc(C(=O)C2CCCN(C(=O)c3ccc(C(C)=O)s3)C2)c(C)c1 (centres undefined) | x | x | x | i | i | i | i | i | -12.8 | i | i
O=C(Nc1ccc(N2CCOCC2)cc1)C1(c2ccc(Cl)cc2)CCC1 | i | i | i | i | i | i | i | i | -7.8 | i | i
COc1ccc(C(=O)N2CCC(n3nccc3NC(=O)C3CC3)CC2)c(OC)c1OC | i | i | i | i | i | i | i | i | -9.9 | i | i
CCc1nnc(NC(=O)CSc2nnc(CSc3nc(C)cc(C)n3)o2)s1 | i | i | i | i | i | i | i | i | -7.0 | i | i
O=C(NCc1ccc2c(c1)OCO2)Nc1cccc2ccccc12 | i | i | i | i | i | i | i | i | -7.5 | i | i
Cn1c(SCC(=O)N2CCOCC2)nnc1-c1ccncc1 | i | i | i | i | i | i | i | i | -3.3 | i | i
CCOc1ccc(NC(=O)CC2C(=O)N(c3ccccc3)C(=O)N2CCc2cccs2)cc1 (centres undefined) | i | i | i | i | i | i | i | i | -8.5 | i | i
Cc1cc2oc3c(c(=O)c2cc1C)C(c1ccc(F)cc1)N(CCCN1CCOCC1)C3=O (centres undefined) | i | i | i | i | i | i | i | i | -9.3 | i | i
CCCOC(=O)C1=C(C)NC2=C(C(=O)CC(C)(C)C2)C1c1ccc(N(C)C)cc1 (centres undefined) | i | i | i | i | i | i | i | i | -6.3 | i | i
Cc1cccc(N2CCN(C(=O)C3CCN(S(=O)(=O)c4cccc5nsnc45)CC3)CC2C)c1 (centres undefined) | i | i | i | i | i | i | i | i | -12.0 | i | i
Cc1ccc(C(C)C)c(OCCN2C(=O)NC(C)(C)C2=O)c1 | i | i | i | i | i | i | i | i | -21.1 | i | i
O=C(Cc1cccs1)Nc1ccccc1NC(=O)Cc1cccs1 | i | i | i | i | i | i | i | i | -9.7 | i | i
Cc1ccccc1OCCc1c(C)[nH]c(=S)[nH]c1=O | i | i | i | i | i | i | i | i | -10.7 | i | i
